# GALK inhibitor: blocks human galactokinase activity; P51570; Purified GALK, Kinase-Glo residual ATP luminescence; Potency, µM (top dose mostly 57.5 µM), for the others: at the top dose activity change, negative = inhibition, most hits filed as inhibitors; 270,000 tested, 0.007% active; further: potency means the concentration at half of the fitted maximal effect; on the % scale 0 is the no-effect control and ±100 the full control effect
#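 ATP-depletion format; final 35 uM ATP, 100 uM D-galactose, 5 nM enzyme; pH 8.0 HEPES/Mg2+ buffer; 60 min RT; luminescence read 10 min after detection reagent.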
# MBNL1-CUG inh: MBNL1-poly(CUG) RNA binding inhibition; Q9NR56; TR-FRET MBNL1-His/biotin-(CUG)12 binding, 665/545 ratio; Potency, µM (doses to about 57.5 µM), without a hit: at the top dose activity change, negative = inhibition, most hits filed as inhibitors; 280,000 tested, 0.036% active; active means well fitted inhibition curve with a large enough effect in the signal ratio, with a control signal flat, not every such curve was filed as active; inconclusive means small, poorly fitted or top-dose-only effect, or effect the other way, or a change in a side signal; inactive means no such curve, though single readings can be large or run the other way; the % refers to the signal ratio; further: potency means the concentration at half of the fitted maximal effect; on the % scale 0 is the no-effect control and ±100 the full control effect
# Target sequence (Q9NR56 whole entry, looked up): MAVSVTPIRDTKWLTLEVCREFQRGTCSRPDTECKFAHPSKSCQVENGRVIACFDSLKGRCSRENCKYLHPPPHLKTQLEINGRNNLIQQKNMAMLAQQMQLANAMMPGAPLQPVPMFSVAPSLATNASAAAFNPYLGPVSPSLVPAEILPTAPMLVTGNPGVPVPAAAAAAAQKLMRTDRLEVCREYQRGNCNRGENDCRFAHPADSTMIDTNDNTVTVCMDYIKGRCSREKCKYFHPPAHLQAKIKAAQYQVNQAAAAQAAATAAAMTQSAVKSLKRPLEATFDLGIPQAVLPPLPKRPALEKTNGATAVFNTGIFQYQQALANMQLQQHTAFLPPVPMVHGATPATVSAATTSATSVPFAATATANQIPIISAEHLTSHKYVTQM
#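 Compounds (final 92 nM to 58 uM) are added to His-tagged MBNL1 and biotin-(CUG)12, then terbium anti-His antibody and streptavidin-XL665 (5 nM final). After 60 min at room temperature, the 665/545 nm ratio is read.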
# S-ASM inh: blocks human secretory acid sphingomyelinase. 340,000 tested, 0.006% active. placental ASM, HMU-PC fluorogenic substrate, 60 min. Potency, µM (doses to about 57.5 µM), for inactives: at the highest dose activity change, negative = inhibition, usual class: inhibitors. P17405; further: potency means the concentration at half of the fitted maximal effect
# Target sequence (P17405 47-631 limits assumed): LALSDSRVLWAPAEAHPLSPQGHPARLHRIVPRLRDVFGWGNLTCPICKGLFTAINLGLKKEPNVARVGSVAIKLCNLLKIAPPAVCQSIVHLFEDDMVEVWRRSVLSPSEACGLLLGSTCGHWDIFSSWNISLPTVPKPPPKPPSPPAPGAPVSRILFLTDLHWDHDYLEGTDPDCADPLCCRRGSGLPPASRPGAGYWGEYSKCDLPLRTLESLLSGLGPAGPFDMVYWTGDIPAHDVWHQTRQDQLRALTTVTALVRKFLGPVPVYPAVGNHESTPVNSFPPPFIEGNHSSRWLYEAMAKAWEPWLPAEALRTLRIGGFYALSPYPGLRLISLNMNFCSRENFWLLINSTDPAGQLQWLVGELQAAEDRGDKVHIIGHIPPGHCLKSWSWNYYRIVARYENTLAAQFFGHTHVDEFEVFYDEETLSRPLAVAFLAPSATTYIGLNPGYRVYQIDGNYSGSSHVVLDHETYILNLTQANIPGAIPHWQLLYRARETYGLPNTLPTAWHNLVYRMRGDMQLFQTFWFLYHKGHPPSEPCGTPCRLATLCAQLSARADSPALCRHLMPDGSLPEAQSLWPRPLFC
#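 HMU-PC0 cleavage (9 uM final) by human placental ASM, 60 min at 37 °C following 10 min compound exposure at RT; stopped at pH 10, fluorescence Ex 386/Em 447 nm.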
# KCNH2 WT inh: inhibitors of human wildtype KCNH2 potassium channel. Q12809. U2OS, BacMam KCNH2, thallium flux FluxOr; active compounds read low. activity change, % at 1.84 µM. 340,000 tested, 0.37% active. AID 720551;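 active means maximum activity change below -70%; inconclusive means maximum activity change between -70% and -50%; inactive means maximum activity change above -50%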; further: on the % scale 0 is the no-effect control and ±100 the full control effect
#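 U2OS cells were transduced with wild-type KCNH2 virus (2.03 x 10^8 / mL) for 4 h at room temperature, then cultured overnight at 37 C. Thallium flux was read with FluxOr dye. Rate constants were normalized to DMSO controls.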
# TRPV1 ag: agonists of human vanilloid receptor 1 (TRPV1). Q8NER1. TRPV1-expressing cells, Fluo-8 calcium influx, agonist mode. activation, % at 8.33 µM. 320,000 tested, 0.19% active. AID 540275; in the data active means activation above about 80%; inconclusive means between about 30% and that limit; further: 0% is about no effect
#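 Fluo-8 calcium influx in TRPV1-expressing cells, kinetic read (ex 480/em 520 nm). Compound added and read 3 min for agonist activity, followed by capsaicin at EC20 final and 2 min further read for enhancement.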
# CXXC DNA block: MLL CXXC-DNA interaction inhibition; Q03164; MLL-CXXC / FITC-HOXA9 DNA fluorescence polarization; Potency, µM (series often up to 115 µM), for the others: at the top dose activity change, negative = inhibition, usual class: inhibitors; 290,000 tested, 0.037% active; active means well fitted inhibition curve with a large enough effect in the polarisation, with a control signal flat, not every such curve was filed as active; inconclusive means small, poorly fitted or top-dose-only effect, or effect the other way, or a change in a side signal; inactive means no such curve, though single readings can be large or run the other way; the % refers to the polarisation; further: potency means the concentration at half of the fitted maximal effect
#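 Steps: dispense CXXC domain solution (7 uM) → pin compounds or unlabeled HOX-A9 DNA control → 5 min ambient → add FLSN-HOX-A9 solution (50 nM) → spin → 30 min ambient → fluorescence polarization. Tris pH 7.5/NaCl/DTT/BSA buffer.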
# FBPA coupling cs: inhibits coupling enzyme system, counter-screen for aldolase hits | coupling enzyme system counterscreen, AmpLite Red fluorescence | activity change, negative = inhibition, % at 58.2 µM, hits read low | 290,000 tested, 0.67% active | AID 2472; in the data active means activity change below about -30%; further: on the % scale 0 is the no-effect control and ±100 the full control effect
#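 Coupling enzymes only (glyceraldehyde-3-phosphate) + compound, at 57.5 uM final, 10 min RT; add substrate/coupling/AmpLite Red mix, 20 min RT; fluorescence ex 525/em 598 nm. Actives flag coupling-system interference.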
# a7 integrin act: activators of alpha7 integrin expression for muscular dystrophy | alpha7betagal myoblasts, beta-gal FDG fluorescence, 48 h | Potency, µM (top dose mostly 38.3 µM), for the others: top-dose activation, most hits filed as activators | 350,000 tested, 0.064% active | AID 624291;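 further: potency means the concentration at half of the fitted maximal effect; 100% = response of the positive control SU9516; nearly all actives have a fitted effect of over 60% in size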
#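 Alpha7betagal+/- myoblasts (passage 13) were plated 16-24 hr, then exposed to compounds (1:260 dilution of DMSO stock) for 48 hours at 37C. After MPER lysis, β-galactosidase reporter activity was read as FDG fluorescence (ex 480/em 540) after 30 minutes.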
# KCNH2 3.1 block: blocks the human KCNH2 3.1 channel isoform. U2OS KCNH2 3.1, thallium flux FluxOr; active compounds read low. activity change, % (tested at about 1.8 µM). 340,000 tested, 0.95% active. AID 720553;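 active means maximum activity change below -70%; inconclusive means maximum activity change from -70% to -50%; inactive means maximum activity change above -50%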;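 further: thallium influx rate constant from kinetic fluorescence after stimulation buffer; on the % scale 0 is the no-effect control and ±100 the full control effect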
#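 Kinetic fluorescence (2 min after stimulation buffer) measures Tl+ influx through KCNH2 3.1 expressed by viral transduction in U2OS cells; the rate constant is normalized against DMSO controls serving as positive and negative references.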
# AT treatment: candidate therapy for ataxia-telangiectasia. […] A-T fibroblasts, KAP-1 phosphorylation AlphaLISA; neocarzinostatin DNA damage 30 min before lysis. Potency, µM (series often up to 57.5 µM), inactives show top-dose activation, most hits filed as activators. 320,000 tested, 0.19% active; further: potency means the concentration at half of the fitted maximal effect; % of control where 0% means no effect; nearly all actives have a fitted effect of over 45% in size
#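 ATM-like activity read as KAP-1 phosphorylation via AlphaLISA donor/acceptor antibody pairs after lysis and 6 hr at 25C. Cells were ATM-null patient fibroblasts ([…], hTERT), dosed 60 min, then exposed to the DSB inducer NCS for 30 min.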
# * marks the source's active call; other numbers are inactive results; ? = inconclusive; · = not tested or not shown; & = joins results of further samples; [ ] = dose if it differs, or a comment. Unless noted, the call rests on the fitted dose curve; in most records, active means well fitted curve in the direction sought with a large enough effect; inconclusive means small, poorly fitted or top-dose-only effect, or another doubt; inactive means no such curve, though single readings can be large; an effect the other way counts as inactive or inconclusive.
smiles	GALK inhibitor	MBNL1-CUG inh	S-ASM inh	KCNH2 WT inh	TRPV1 ag	CXXC DNA block	FBPA coupling cs	a7 integrin act	KCNH2 3.1 block	AT treatment
Cc1ccc(NC(=O)C/C(N)=N/OC(=O)c2ccccc2)cc1	12%	5%	4%	5	6	4%	1	-18%	-12	0%
COCCN(Cc1ccc(F)cc1)C(=O)c1cc2ccccc2oc1=O	-1%	3%	3%	-1	3	1%	3	-24%	0	-10%
Cc1ccc2nc(/C(C#N)=C/c3ccc(O)c(O)c3)[nH]c2c1	-17%	?	?	-6	?	68%[activator]	0	-17%	-21	-13%
O=c1[nH]c(=S)[nH]c2c1C(c1ccc(Br)cc1)c1c([nH]c(=S)[nH]c1=O)O2	-29%	-8%	-12%	2	2	3%	7	23%	-10	5%
O=C(NNS(=O)(=O)c1ccccc1)c1ccc(S(=O)(=O)N2CCCCC2)cc1	-2%	-3%	0%	0	-3	-2%	7	-4%	12	2%
CNC(=O)NC(=O)CSc1nnc(-c2ccco2)n1Cc1ccccc1	1%	-5%	0%	-1	0	-3%	-1	-13%	8	7%
O=C(Cc1ccccc1)n1nc(-c2ccccc2)nc1NCc1ccco1	-1%	22%	-10%	-7	·	3%	1	35%	4	-1%
Oc1[nH]c2ccccc2c1N=Nc1nc(Nc2ccccc2)nc(N2CCOCC2)n1	0%	-15%	-7%	-9	-6	-7%	0	20%	4	·
Cc1ccc(NC(=O)NCCCN2CCCC2=O)cc1C	6%	-5%	0%	-20	5	?	0	5%	2	6%
CCCCC(CC)C(=O)Nc1cc([N+](=O)[O-])ccc1F (stereo not given)	0%	?	0%	1	8	-4%	-1	-9%	-43	0%
O=C(c1ccc(COc2ccc(Cl)cc2)cc1)N1CCCCC1	0%	1%	-1%	-16	?	10%	2	-8%	·	1%
Cc1ccc(NC(=O)CCNS(=O)(=O)c2ccc3c(c2)c(=O)n(C)c(=O)n3C)cc1C	6%	-3%	0%	5	-1	5%	4	-6%	10	4%
CN(Cc1ccon1)C(=O)CC1C(=O)NCCN1Cc1ccc(F)c(F)c1 (stereo not given)	-3%	3%	38%[activator]	6	-2	3%	·	16%	·	12%
CN(C)c1ccc(/C=N\NC(=S)SCN2C(=O)C3CCC(C)(C2=O)C3(C)C)cc1 (stereo not given)	0%	5%	19%	-13	1	5%	1	-11%	-5	-5%
Nc1nc(CN2CCCCC2)cs1	-2%	-3%	-2%	-27	-3	0%	0	-14%	10	1%
COc1ccccc1CSc1ncc(-c2ccc([N+](=O)[O-])cc2)[nH]1	1%	?	-3%	-4	-3	8%	-1	-5%	6	1%
CC1CCCN(C(=O)N2c3ccccc3Sc3ccccc32)C1 (stereo not given)	2%	-6%	-13%	-9	10	1%	0	16%	-26	·
C[C@@]12CCC3[C@@](CCC4[C@@]3(C)CCC[C@@]4(C)C(=O)Nc3ccc(Cl)cc3)(CC1=O)C2 (stereo not given in full)	·	·	3%	3	21	·	·	-10%	-12	10%
CC(C)CNC(=O)C1Nc2ccc(C(F)(F)F)cc2C2C=CCC12 (stereo not given)	·	·	11%	4	·	·	·	-2%	17	·
CCOc1ccc(S(=O)(=O)N2CC(=O)Nc3ccccc32)cc1C#N	7%	-3%	1%	-1	1	0%	0	-2%	1	-7%
CCO[C@@H]1OC(C(=O)N2CCN(Cc3ccc4c(c3)OCO4)CC2)=C[C@H](c2ccc(C(F)(F)F)cc2)[C@H]1CCCO	-4%	1%	3%	·	23	-19%	0	-15%	·	0%
Cc1ccc(S(=O)(=O)N2CCN(C(=O)Cn3nc(C(=O)O)c4ccccc4c3=O)CC2)cc1	·	-15%	1%	-1	1	-3%	-1	4%	-2	-2%
COc1ccccc1Nc1nc(NCc2ccco2)c2ccccc2n1	-3%	2%	-2%	21	20	17%	0	4%	-7	0%
Cc1cccc(OCc2nnc(SCC(=O)N3c4ccccc4CCc4ccccc43)o2)c1	-1%	-5%	-3%	-8	-6	-3%	4	-4%	9	-1%
CCOC(=O)c1sc(NC(=O)CNCc2ccccn2)c(C(=O)OCC)c1C	·	27%	-4%	11	9	-4%	-3	-14%	2	2%
COc1ccc(OCC(=O)N2CCN(C(=O)c3ccco3)CC2)cc1	1%	-9%	4%	-1	0	-8%	2	2%	-24	·
O=C(Nc1ccc(S(=O)(=O)NCC2CCCO2)cc1)c1ccc(F)cc1 (stereo not given)	-2%	-4%	-6%	15	6	-4%	1	-36%	4	-3%
COc1ccc(OC)c(C(=O)c2ccc([N+](=O)[O-])cc2)c1	·	·	0%	13	·	·	·	24%	27	·
CC(=O)OCC1CC(COC(C)=O)C(COC(C)=O)CC1COC(C)=O (stereo not given)	·	·	3%	20	·	·	·	8%	-2	·
COc1ccc(/C=C/C(=O)c2ccc(OC)cc2O)cc1	·	15%	17%	6	4	10%	0&-1	-3%	-4	-6%

# Fetched one by one from the list above, two records:
smiles	GALK inhibitor	MBNL1-CUG inh	S-ASM inh	KCNH2 WT inh	TRPV1 ag	CXXC DNA block	FBPA coupling cs	a7 integrin act	KCNH2 3.1 block	AT treatment
COc1ccc(/C=C/C(=O)c2ccc(OC)cc2O)cc1	·	15%	17%	6	4	10%	0&-1	-3%	-4	-6%
C[C@@]12CCC3[C@@](CCC4[C@@]3(C)CCC[C@@]4(C)C(=O)Nc3ccc(Cl)cc3)(CC1=O)C2 (stereo not given in full)	·	·	3%	3	21	·	·	-10%	-12	10%

# Remaining list, next part:
smiles	GALK inhibitor	MBNL1-CUG inh	S-ASM inh	KCNH2 WT inh	TRPV1 ag	CXXC DNA block	FBPA coupling cs	a7 integrin act	KCNH2 3.1 block	AT treatment
O=C(NC1CCCC1)C(c1ccncc1)N(C(=O)c1csnn1)c1cccc(Cl)c1 (stereo not given)	13%	3%	-2%	-5	7	-2%	1	6%	-5	-1%
COc1ccc(S(=O)(=O)Nc2ccccc2C)cc1	-3%	-2%	-3%	2	-1	-7%	-3	19%	3	2%
CN1CC(=O)N(CC(=O)NCc2ccc(F)cc2)c2ccccc2C1=O	-2%	-18%	-1%	19	2	-1%	1	25%	-14	1%
c1nnn(C23CC4CC(CC(C4)C2)C3)n1	0%	-10%	-1%	-1	2	-1%	3	10%	-7	3%
CCOC(=O)N1CCN(C(=O)c2ccc(CS(=O)Cc3ccc(C)cc3)o2)CC1 (stereo not given)	-7%	-4%	-3%	2	1	-3%	·	0%	15	9%
Cc1ccc(CN2CCC(c3nc4ccc(Cl)cc4[nH]3)CC2)cc1	0%	-12%	-1%	-132*	-3	13%	0	-57%[inhibitor]	-93*	-5%
CCOC(=O)c1c(C)oc2ccc(OCc3cc(C(=O)OC)oc3C)cc12	-1%	-3%	-6%	-6	4	3%	4	2%	-10	3%
N#Cc1ccccc1NS(=O)(=O)c1cc2c3c(c1)CCN3C(=O)CC2	·	·	7%	1	2	·	·	9%	-12	2%
C[C@@H](C(=O)NCC1CCCO1)N1C(=O)N2CCc3c([nH]c4ccccc34)[C@@]2(C)C1=O (stereo not given in full)	·	-10%	-2%	-1	3	4%	-3	0%	0	2%
O=C(NNC(=S)NC(=O)c1ccccc1)c1cccnc1	7%	3%	-1%	45	-1	-17%	-11	?	11	2%
CN1CCN(c2nc(C#N)cc(-c3ccccc3)n2)CC1	5%	-7%	-10%	-1	2	-4%	0	3%	-3	8%
COc1ccc(NC(=O)CCCN2C(=O)C3C4C=CC(C4)C3C2=O)c(OC)c1 (stereo not given)	0%	-3%	3%	3	-1	-16%	6	9%	-5	·
COCCNC(=S)N1CCC(NC(=O)Nc2ccc(C)cc2)CC1	-2%	5%	-2%	4	-2	2%	2	-11%	14	-3%
CCOC(=O)c1c(-c2ccccc2)csc1NC(=O)CSc1ccccc1	·	-9%	-3%	-6	-14	11%	-2	-9%	-13	17%
CCOC(=O)C1=C(C)Nc2ccccc2N=C1NC(=O)c1cccc(S(=O)(=O)NCc2ccccc2)c1	-3%	-3%	-5%	1	-4	12%	0	-10%	-18	4%
O=C(O)C[C@H]1c2cc(C(F)(F)F)ccc2S(=O)(=O)N1C1CCN(Cc2ccccc2)CC1	·	·	3%	-6	·	·	·	6%	1	·
COC(=O)CCSC(=S)N1CCOCC1	·	10%	·	-2	0	-1%	4	·	-8	·
Cc1noc(C(=O)Nc2ccc(C#N)cc2)c1Cl	·	-3%	1%	18	23	-1%	4	-4%	-13	11%
O=[N+]([O-])c1ccc2[nH]c(=S)sc2c1	·	·	-1%	12	·	·	·	-18%	-9	·
CCc1ccc(N2CC(C(=O)Nc3ccc(F)cc3)CC2=O)cc1 (stereo not given)	-1%	-4%	-14%	-10	?	10%	-1	-10%	-6	-4%
Nc1nc(-c2ccccn2)nc(N)c1Cc1c(F)cccc1Cl	0%	3%	-2%	3	-1	18%	-4	-46%[inhibitor]	11	2%
